# Assay outcomes: PubChem, NMMLSC
# T cell HTS = T cell immune modulation candidate; 2C CD8+ T cell-vesicle binding, flow cytometry; hits give low values; 330,000 tested, 0.068% active; AID 2052; calls only at 7 µM;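 active = response, share of CD8 T cells binding vesicles, and their 90th percentile fluorescence all below set limits, cut at about 80% in these data, passing the limit was not always enough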
#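 Test system: purified 2C TCR transgenic mouse naive CD8+ T cells. Probe or stimulus: QL9-peptide-loaded Drosophila micro-vesicles bearing Ld, ICAM-1 and B7-1. Incubation: binding step 1.5 h, 37 °C, antibody labelling 20 min, ice. Measured by: flow cytometry of vesicle-bound cells.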
# Myeloid diff MLP = promotes myeloid progenitor differentiation; ER-HoxA9 myeloid progenitors, lysozyme-GFP differentiation, flow cytometry; calls only at 10 µM; 360,000 tested, 1% active; AID 624256;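 active = normalized GFP-positive differentiation at or above the plate's own cutoff, the solvent-only control mean plus 3 SD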;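 also: cells exposed to compound for four days before flow analysis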
# T cell HTS vesicle-bound % = recorded beside T cell HTS, whose call it bears; double positive events, %; measured here: CD8+ vesicle-bound cell fraction;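 binding gate set so that unloaded-vesicle control wells show 10% double positive cells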
# Myeloid diff MLP GFP+ MAC1+ % = second read-out of Myeloid diff MLP, no call of its own (marks repeat the call); GFP+ MAC1+ double positive, %; measured here: differentiation confirmed by MAC1 staining
# Numbers without * were called inactive; i = inactive; . = no result given. Not all compounds are listed; count on the stated rates, not on these rows.
SMILES,T cell HTS,T cell HTS vesicle-bound %,Myeloid diff MLP,Myeloid diff MLP GFP+ MAC1+ %
O=C(NCCc1ccccc1)[C@@H]1CC=C[C@@H]2CCN(Cc3ccc(Cl)c(Cl)c3)C(=O)[C@@H]21,i,6,i,1.4
COc1ccc(C(=O)NC(CC(C)C)C(=O)O)cc1 (centres undefined),i,26,i,1.0
N#CCCC(CCC#N)(CCC#N)c1cc[n+](CCc2ccccn2)cc1,i,59,i,0.7
N#CCCN1CCN(S(=O)(=O)c2ccc3c(c2)CCC3)CC1,i,19,i,0.1
O=C(CN1CCOCC1)Nc1ccc(F)cc1,i,20,i,0.4
O=C(CSc1nnc(-c2ccncc2)o1)Nc1cc(F)ccc1F,i,30,i,2.2
Cc1cccc2nc3ccccc3cc12,i,32,i,0.2
CCc1ccc2c(c1)Sc1ccccc1CC2N1CCN(C)CC1 (centres undefined),i,37,i,1.2
Cc1noc(C)c1-c1ccc2nc[nH]c(=O)c2c1,i,19,i,0.8
Cc1ccc(S(=O)(=O)Nc2ccccc2F)cc1C(=O)N1CCN(c2ccccc2O)CC1,i,40,i,0.1
CCOC(=O)CCNC(=O)N1CCC(CCOc2ccccc2)(C(=O)OCC)CC1,i,65,i,0.4
CN(C(=O)c1ccc(NC(=O)Cc2cccc(NC(=O)C3CCN(C(=O)c4ccccc4)CC3)c2)cc1)C1CCCC1,i,23,i,0.8
COc1ccc(C(CNC(=O)c2cccc(S(=O)(=O)Nc3ccc(C)cc3)c2)N2CCOCC2)cc1 (centres undefined),i,31,i,0.2
COc1ccc(OC)c(NC(=O)COc2ccc3c(c2)CCC3)c1,i,35,i,0.5
O=C(NNC(=O)c1nc2ccccc2[nH]1)OCc1ccccc1,i,36,i,2.8
On1c(-c2ccccc2Cl)nc2ncccc21,i,29,i,0.1
Nc1nonc1-n1nnc(C(=O)N/N=C/c2cccc(Cl)c2)c1CN1CCCC1,i,43,i,0.8
COc1ccc(CC2(CO)COc3ccccc3C2=O)cc1 (centres undefined),i,26,i,0.3
CCN(c1ccccc1)S(=O)(=O)c1ccc(Oc2ccc([N+](=O)[O-])cc2)nc1,i,27,i,0.8
O=C(N/N=C/c1cc([N+](=O)[O-])cc([N+](=O)[O-])c1O)C(O)(c1ccccc1)c1ccccc1,i,39,i,0.5
CC(NC(=O)CNC(=O)c1ccccc1F)c1ccc(-n2ccnc2)cc1 (centres undefined),i,68,i,0.5
COc1ccc2c(c1)CC[C@@H]1[C@@H]2CC[C@]2(C)[C@@H](C(C)=O)C[C@@H]12,i,51,i,0.5
O=C1N[C@@H](Cc2ccccc2)C(=O)N2[C@H]1C[C@]1(Br)c3ccccc3N(S(=O)(=O)c3ccccc3)[C@H]21,i,18,i,0.6
Cc1ccc(S(=O)(=O)Nc2cccc(C(=O)NCCCN3CCOCC3)c2)cc1F,i,33,i,1.1
COc1cc(C)c(CN2CCN(c3ncccn3)CC2)cc1C,i,27,i,0.1
# Continuation:
SMILES,T cell HTS,T cell HTS vesicle-bound %,Myeloid diff MLP,Myeloid diff MLP GFP+ MAC1+ %
O=C(COc1ccc(-c2nnco2)cc1)Nc1c(Cl)cccc1C(F)(F)F,i,9,i,1.0
C[C@H](CO)N1C[C@H](C)[C@@H](CN(C)S(=O)(=O)c2cccs2)Oc2c(NS(=O)(=O)c3cn(C)cn3)cccc2C1=O,i,.,i,0.8
CC(C)c1ccc(NC(=O)COC(=O)C2CC3C=CC2C3)cc1 (centres undefined),i,51,i,0.3
COc1cccc(-c2nn(-c3ccc(C)cc3)cc2C(=O)N2CCN(C3CCS(=O)(=O)C3)CC2)c1 (centres undefined),i,38,i,0.1
CC(NC(=O)c1c(O)c2ccccc2n(C)c1=O)c1ccccc1 (centres undefined),i,35,i,0.7
CCCCn1c(N)c(N(CC(C)C)C(=O)C(C)SCc2nc3sc(C)c(C)c3c(=O)[nH]2)c(=O)[nH]c1=O (centres undefined),i,32,i,1.8
COc1cc(C(=O)OCC(=O)NCCC2=CCCCC2)ccc1OCC(C)C,i,56,i,0.6
N#Cc1ccc(CN2CCN(C(=O)c3cccc(S(=O)(=O)N4CCCCCC4)c3)CC2)cc1,i,25,i,0.4
Cc1ccc(S(=O)(=O)N2CCN(C(=O)COC(=O)/C=C/c3ccccc3F)CC2)c(C)c1,i,43,i,0.4
CCOc1cc2c(C#N)c(N(CC)CC)nc(N)c2c(N)n1,i,31,i,0.2
COc1ccc(NC(C)=O)cc1NC(=O)c1cccc(S(=O)(=O)N2CCc3ccccc32)c1,i,6,i,0.2
O=C(Nc1cccc(/C=C/c2ccccn2)c1)c1ccc(-n2cncn2)c([N+](=O)[O-])c1,i,44,i,0.2
Cc1cc(C)c(OCC(=O)OC(C)C(=O)N2CCc3ccccc32)c(C)c1 (centres undefined),i,54,i,0.4
Cc1ccc(NC(=O)CCC(=O)N2CCN(S(=O)(=O)c3ccc(C)cc3)CC2)cc1,i,12,i,0.4
COc1ccc(C(=O)OCC(=O)Nc2ccc(N3CCOCC3)cc2)cc1,i,25,i,0.7
CC(Oc1ccccc1)C(=O)OCC(=O)NC(=O)NC1CCCCC1 (centres undefined),i,39,i,0.2
CC(C)C[C@H]1CN=C(N(C)C)N1CC1CCCCCC1,i,31,i,1.3
Cc1ccc(S(=O)(=O)N2CCOCC2)cc1C(=O)NC1CCCC(C)C1C (centres undefined),i,61,i,0.6
CCC1Nc2ncnc(N3CCN(c4ccccc4)CC3)c2N(Cc2ccc(Br)cc2)C1=O (centres undefined),i,35,i,2.0
CCCN(CC(=O)Nc1ccccc1OC)C(=O)CCCN1C(=O)c2ccccc2C1=O,i,51,i,0.6
Cc1ccc(S(=O)(=O)N2CCN(C(=O)CSCc3ccc(C(C)C)cc3)CC2)cc1,i,12,i,1.1
O=C(c1cc(=O)[nH]c2ccccc12)N(Cc1nnc(-c2ccccc2Cl)o1)C1CC1,i,45,i,0.6
O=C(Nc1ccccc1N1CCCCC1)c1ccc(F)c(S(=O)(=O)N2CCOCC2)c1,i,55,i,0.7
Cc1ccc(-n2c(SCC(=O)N3CCN(c4ccccn4)CC3)nnc2N2CCCC2)cc1,i,28,i,0.4
COc1cccc(NC(=O)CN(C)C(=O)Cc2cccc3ccccc23)c1,i,34,i,0.5
# Additional structures.
SMILES,T cell HTS,T cell HTS vesicle-bound %,Myeloid diff MLP,Myeloid diff MLP GFP+ MAC1+ %
COc1ccc(C(=O)N2CCN(C(=O)C3CCCO3)CC2)cc1[N+](=O)[O-] (centres undefined),i,38,i,1.8
Cc1cc(Br)c(NC(=O)COC(=O)CC2CC3CCC2C3)c(Br)c1 (centres undefined),i,50,i,1.0
CN(CC(=O)Nc1cccc(F)c1)C(=O)c1ccc(COc2ccccc2)cc1,i,46,i,1.7
COc1cc(OC)c(OC)cc1CNC(=O)c1ccc(S(=O)(=O)N2CCCCC2)cc1,i,32,i,0.7
O=C1/C(=C\c2ccncc2)CCc2ccccc21,i,32,i,2.6
C[N+](C)(C)CCOC(N)=O,i,27,i,1.8
O=C(COc1cccnc1[N+](=O)[O-])Nc1cccc(Br)c1,i,35,i,0.5
CCCN(C(=O)c1cccc(S(=O)(=O)N2CCN(C)CC2)c1)c1c(N)n(Cc2ccccc2)c(=O)[nH]c1=O,i,48,i,0.2
CCC1(CC)C(=O)C2=C3C1[C@H](C(=O)OC)C=C(C(=O)OC)C[C@H]3n1c(=O)n(C)c(=O)n1[C@H]2C (some centres undefined),i,27,i,1.9
Fc1cccc(Cl)c1CSC1=NCCS1,i,32,i,0.7
CCOc1ccc(OCCCC(=O)ON=C(N)c2ccccc2Cl)cc1,i,48,i,0.4
CCCCn1c(N)c(N(CCOC)C(=O)COC(=O)COc2cccc(C(C)=O)c2)c(=O)[nH]c1=O,i,37,i,0.8
NC(=O)c1cccc([N+](=O)[O-])c1,i,41,i,1.7
CC(C)CN(C(=O)CCNC(=O)c1ccc([N+](=O)[O-])cc1)C1CCS(=O)(=O)C1 (centres undefined),i,45,i,0.5
Cc1ccc(Oc2ccc(S(=O)(=O)Nc3ccc(C(=O)O)cc3)cc2)cc1,i,50,i,0.3
O=C(/C=C/c1ccc([N+](=O)[O-])cc1)OCC(=O)N1CCCCCC1,i,11,i,0.6
Cn1c(N)c(C(=O)COC(=O)CNC(=O)c2ccccc2)c(=O)n(C)c1=O,i,17,i,0.5
Cc1sc2ncnc(N3CCC(C(=O)Nc4ccc(C#N)cc4)CC3)c2c1C,i,32,i,1.2
Cn1cccc1C(=O)NNC(=O)COc1ccc(Br)cc1,i,32,i,1.5
C[C@H]1CN([C@@H](C)CO)C(=O)Cc2cc(NC(=O)CCC(F)(F)F)ccc2O[C@H]1CN(C)S(=O)(=O)c1ccc(Cl)cc1,i,6,i,0.3
CCOC(=O)[C@H]1[C@H]2COc3ccc(Cl)cc3[C@@H]2N2C(=O)CN(Cc3ccccc3)C(=O)[C@@]12C,i,27,i,1.5
Cc1ccc(C2Cc3cc(O)c(O)cc3CN2)cc1 (centres undefined),i,36,i,0.4
COc1cc(/C=N/NC(=O)c2cccc(C)c2)ccc1OCC(=O)Nc1ccccc1,i,32,i,0.8
Cn1c(-c2ccccc2)cc2onc(-c3ccccc3)c2c1=O,i,42,i,1.0
CC(Oc1ccccc1)C(=O)N1CCN(c2ccc(N3CCCCC3)nn2)CC1 (centres undefined),i,4,i,0.4
# The list goes on.
SMILES,T cell HTS,T cell HTS vesicle-bound %,Myeloid diff MLP,Myeloid diff MLP GFP+ MAC1+ %
C[C@H](CO)N1C[C@H](C)[C@@H](CN(C)Cc2ccc(C(=O)O)cc2)Oc2ccc(NS(=O)(=O)c3cn(C)cn3)cc2C1=O,i,14,i,1.5
NC(=O)Nc1ccc(C(=O)N2CCN(S(=O)(=O)Cc3ccccc3)CC2)cc1,i,44,i,0.5
COc1ccccc1CNC(=O)CN1NS(=O)(=O)c2ccccc2C1=O,i,42,i,0.9
CCOc1ccc(S(=O)(=O)NC2=NCCCCC2)cc1,i,50,i,0.8
CCN(CC(=O)NCc1ccco1)S(=O)(=O)c1ccc(OC)cc1,i,39,i,0.7
CN(CC(=O)Nc1ccccc1Cl)C(=O)CSC(=S)N1CCCC1,i,56,i,1.4
CN(C)C(=O)COc1ccc(C(=O)/C=C/c2cccnc2)cc1,i,22,i,0.3
CC(C)(C)c1ccc(C(=O)N2CCN(S(=O)(=O)c3ccc(Br)s3)CC2)cc1,i,32,i,0.7
CCc1ccc(C(=O)NNC(=O)C2CC(=O)N(c3ccc4c(c3)OCCO4)C2)cc1 (centres undefined),i,32,i,0.4
COc1ccc(C2=NOC(Cn3nc(-c4ccccc4)cc3C(=O)O)C2)cc1 (centres undefined),i,34,i,2.6
O=C(COc1ccccc1)Nc1cc(S(=O)(=O)N2CCOCC2)ccc1N1CCCC1,i,29,i,0.8
CCCc1ccc(-c2csc(NC(=O)C3=COCCO3)n2)cc1,i,26,i,2.1
Cc1ccc(CN2CC(C(=O)Nc3cc(C)ccn3)CC2=O)cc1 (centres undefined),i,57,i,1.3
COc1ccc2c(CC(=O)NNC(=O)c3ccccc3F)coc2c1,i,44,i,1.0
CC1CC(C)CN(C(=O)c2cccc(S(=O)(=O)NCc3ccccc3)c2)C1 (centres undefined),i,36,i,0.1
O=C(NC1CCCCC1)c1cc(C2CC2)nn1-c1ccccc1,i,19,i,1.1
O=C1CCCN2N=C(SCC(=O)Nc3ccc(F)cc3F)SC2=N1,i,15,i,3.3
COc1cccc(CNC(=O)c2ccc(NS(=O)(=O)c3ccc4[nH]c(=O)[nH]c4c3)cc2)c1,i,14,i,0.8
Cc1ccc(OC(=O)COc2ccccc2C)cc1,i,26,i,0.1
CCOCCCn1c(SCC(=O)N(C)C2CCS(=O)(=O)C2)nc2ccccc2c1=O (centres undefined),i,22,i,0.3
Cc1ccc(SCC(=O)N2CCN(S(=O)(=O)c3cccs3)CC2)cc1,i,12,i,1.0
O=C(NCCN1C(=O)S/C(=C\c2ccc(Cl)cc2)C1=O)C1=COCCO1,i,45,i,1.0
COc1ccc(CCC(=O)Nc2cc3c4c(c2)CCC(=O)N4CCC3)cc1,i,48,i,0.8

# An excerpt of these results, bar-delimited.
canonical_smiles | T cell HTS | T cell HTS vesicle-bound % | Myeloid diff MLP | Myeloid diff MLP GFP+ MAC1+ %
C[N+](C)(C)CCOC(N)=O | i | 27 | i | 1.8
O=C(COc1cccnc1[N+](=O)[O-])Nc1cccc(Br)c1 | i | 35 | i | 0.5
CCCN(C(=O)c1cccc(S(=O)(=O)N2CCN(C)CC2)c1)c1c(N)n(Cc2ccccc2)c(=O)[nH]c1=O | i | 48 | i | 0.2
CCC1(CC)C(=O)C2=C3C1[C@H](C(=O)OC)C=C(C(=O)OC)C[C@H]3n1c(=O)n(C)c(=O)n1[C@H]2C (some centres undefined) | i | 27 | i | 1.9
Fc1cccc(Cl)c1CSC1=NCCS1 | i | 32 | i | 0.7
CCOc1ccc(OCCCC(=O)ON=C(N)c2ccccc2Cl)cc1 | i | 48 | i | 0.4
CCCCn1c(N)c(N(CCOC)C(=O)COC(=O)COc2cccc(C(C)=O)c2)c(=O)[nH]c1=O | i | 37 | i | 0.8
NC(=O)c1cccc([N+](=O)[O-])c1 | i | 41 | i | 1.7
CC(C)CN(C(=O)CCNC(=O)c1ccc([N+](=O)[O-])cc1)C1CCS(=O)(=O)C1 (centres undefined) | i | 45 | i | 0.5
Cc1ccc(Oc2ccc(S(=O)(=O)Nc3ccc(C(=O)O)cc3)cc2)cc1 | i | 50 | i | 0.3
O=C(/C=C/c1ccc([N+](=O)[O-])cc1)OCC(=O)N1CCCCCC1 | i | 11 | i | 0.6
Cn1c(N)c(C(=O)COC(=O)CNC(=O)c2ccccc2)c(=O)n(C)c1=O | i | 17 | i | 0.5
